# Screens as filed in PubChem BioAssay.
# ALDH1A1 block: ALDH1A1 (human) enzyme inhibition; P00352; Purified ALDH1A1, NADH fluorescence, propionaldehyde substrate; Potency, µM (series often up to 75.3 µM), inactives show at the highest dose activity, negative = inhibition, usual class: inhibitors; 220,000 compounds, 7.3% hits; active means well fitted inhibition curve with a large enough effect, not every such curve was filed as active; inconclusive means small, poorly fitted or top-dose-only effect, or another doubt; inactive means no such curve, though single readings can be large or run the other way;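 further: plate controls were no enzyme wells and a reference inhibitor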
# Target sequence (P00352 whole entry, looked up): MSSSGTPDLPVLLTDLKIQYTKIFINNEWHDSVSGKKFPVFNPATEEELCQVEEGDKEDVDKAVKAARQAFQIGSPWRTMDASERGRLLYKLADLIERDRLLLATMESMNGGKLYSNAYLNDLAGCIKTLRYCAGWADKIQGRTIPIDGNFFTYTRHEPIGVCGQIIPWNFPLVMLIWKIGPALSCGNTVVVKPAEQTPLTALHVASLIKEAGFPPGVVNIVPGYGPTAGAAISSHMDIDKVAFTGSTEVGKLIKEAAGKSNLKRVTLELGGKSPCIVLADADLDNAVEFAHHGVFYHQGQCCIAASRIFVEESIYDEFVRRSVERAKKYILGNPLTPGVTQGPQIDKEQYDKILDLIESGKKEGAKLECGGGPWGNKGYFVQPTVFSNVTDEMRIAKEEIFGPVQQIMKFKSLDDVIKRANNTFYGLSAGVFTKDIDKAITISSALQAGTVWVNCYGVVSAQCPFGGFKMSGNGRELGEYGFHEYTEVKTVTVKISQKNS
# GAA glycogen: GAA glycogen-cleavage inhibition or activation | P10253 | recombinant GAA, glycogen substrate, Amplex Red glucose oxidase fluorescence | 300,000 compounds, 0.38% hits | Potency, µM (series often up to 76.4 µM), inactives show at the highest dose activity change, negative = inhibition, hits mostly inhibitors;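 further: 0% = full enzyme reaction and -100% = no-enzyme basal signal; the screen sought inhibitors and activators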
#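 Recombinant human enzyme (4 nM); glycogen substrate; 37 C, 40 min, pH 5.0. Readout: coupled glucose oxidase/Amplex Red fluorescence.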
# GAA inh: alpha-glucosidase (human) inhibition; P10253; purified human GAA, 4-MU-alpha-glucoside fluorescence; Potency, µM (highest dose often 76.9 µM), for the others: at the top dose activity change, negative = inhibition, most hits filed as inhibitors; 200,000 compounds, 0.005% hits; AID 1466;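 further: plate controls were uninhibited enzyme wells for no effect and no-enzyme background for full effect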
#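 qHTS format, compound range up to 77 uM. Human lysosomal enzyme at 4 nM, 400 uM 4-MU glucoside substrate, pH 5.0, 20 min room temperature; fluorescence after alkaline stop gives activity normalized to controls.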
# Tau fluor counter: counter-screen for tau fibril formation inhibitors; tau K18 P301L (four-repeat tau fragment) Alexa594 fluorescence, heparin fibrillization; Potency, µM (titrated, usually from 57.7 µM), for inactives: top-dose activity change, negative = decrease; 280,000 compounds, 0.93% hits; AID 1463; further: on the % scale 0 is the no-effect control and ±100 the full control effect; nearly all actives have a fitted effect of over 55% in size
#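 Human K18 P301L tau (15 uM unlabeled plus 0.24 uM Alexa 594-labeled, final) in 100 mM sodium acetate pH 7 was mixed with compound and 20 uM heparin and incubated 6 hr at 37 C.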
# aGal spleen mod: inhibits or activates alpha-galactosidase in human spleen homogenate. human spleen homogenate, 4MU-alpha-Gal fluorescence, 40 min. Potency, µM (top dose mostly 80 µM), without a hit: at the top dose activity change, negative = inhibition, actives largely listed as inhibitors. 240,000 compounds, 0.008% hits. P06280;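 further: 0% = enzyme with vehicle and -100% = no enzyme basal signal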
#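 Spleen homogenate 1 ug + cpd (titration) + 4-MU-alpha-D-galactopyranoside 1 mM; 37C 40 min; 50 mM citrate/phosphate pH 5.0, 0.01% Tween-20; stop pH 10; fluorescence 365/440; AC50 via Hill.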
# aGlu spleen mod: inhibits or activates alpha-glucosidase in human spleen homogenate. P10253. human spleen homogenate, 4-MU-alpha-glucoside fluorescence. Potency, µM (highest dose often 79.9 µM), for inactives: at the highest dose activity change, negative = inhibition, most hits filed as inhibitors. 240,000 compounds, 0.006% hits. AID 2112;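 further: 0% = enzyme with vehicle and -100% = no enzyme basal signal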
#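 Human spleen homogenate (1 ug) with 4-methylumbelliferyl-alpha-D-glucopyranoside (1 mM final) in 50 mM citrate/phosphate pH 5.0, 0.01% Tween-20; 40 min at 37 C. Stopped at pH 10; 4-MU fluorescence Ex 365/Em 440 nm; AC50 by Hill fit.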
# NPSR antag: antagonists of human neuropeptide S receptor cAMP signaling. CHO-NPSR cells, cAMP TR-FRET, antagonist mode. 220,000 compounds, 1% hits. Potency, µM (doses to about 38.3 µM), for inactives: at the top dose activity change, negative = inhibition, actives largely listed as inhibitors; further: on the % scale 0 is the no-effect control and ±100 the full control effect; nearly all actives have a fitted effect of over 50% in size; many of its hits are not listed in these tables
# Target sequence (Q6W5P4 whole entry, looked up): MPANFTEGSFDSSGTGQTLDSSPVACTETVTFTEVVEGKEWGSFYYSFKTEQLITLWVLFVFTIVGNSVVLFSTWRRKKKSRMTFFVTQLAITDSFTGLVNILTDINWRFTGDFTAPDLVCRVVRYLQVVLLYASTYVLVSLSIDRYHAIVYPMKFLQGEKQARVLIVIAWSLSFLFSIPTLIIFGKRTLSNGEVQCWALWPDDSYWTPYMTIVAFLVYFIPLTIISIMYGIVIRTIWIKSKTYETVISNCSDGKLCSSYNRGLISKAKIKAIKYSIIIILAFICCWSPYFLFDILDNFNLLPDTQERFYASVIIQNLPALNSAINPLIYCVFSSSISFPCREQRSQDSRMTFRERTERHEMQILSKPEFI
# Epigenetic derep: derepresses silenced GFP reporter in murine cells | Potency, µM (doses to about 53.9 µM), without a hit: top-dose GFP activation, most hits filed as activators | murine LDR cells, GFP reporter derepression, 30 h | 280,000 compounds, 0.2% hits; further: % of control where 0% means no effect; nearly all actives have a fitted effect of over 60% in size
#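 GFP-positive cell count by laser-scanning cytometry (objects 20–120 um) after 30 h, 37 C compound exposure of murine LDR cells; reporter is CMV-GFP integrated at a silenced locus, inducible by HDAC or DNMT inhibitors.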
# Numbers without * were called inactive; u = inconclusive; x = not tested or not shown; [ ] = remark or other dose. Unless noted, the call rests on the fitted dose curve; in most records, active means well fitted curve in the direction sought with a large enough effect; inconclusive means small, poorly fitted or top-dose-only effect, or another doubt; inactive means no such curve, though single readings can be large; an effect the other way counts as inactive or inconclusive. Potency means the concentration at half of the fitted maximal effect. This is a subset. The share of hits here may be higher or lower than overall.
SMILES,ALDH1A1 block,GAA glycogen,GAA inh,Tau fluor counter,aGal spleen mod,aGlu spleen mod,NPSR antag,Epigenetic derep
COCCCN1C(=O)/C(=C\c2cccs2)C(C(=O)OC)=C1C,-6.2%,-0.8%,-13.3%[15.4 µM],-9.4%,2.6%,4.2%,0.1%,1.1%
Nc1c(-c2cccs2)cnn1-c1nc(-c2ccc(F)cc2)cs1,-5.7%,3.7%,-2.8%,-15.2%,-1.4%,0.3%,-23.9%[46.1 µM],2.6%
Cc1cccc(NC(=O)c2cc3c(=O)n4ccccc4nc3n(CC(C)C)c2=N)c1,1.0%,4.8%,-5.7%,-3.5%,-0.4%,-1.8%,6.2%,-0.6%
CN(Cc1ccccc1)C(=O)c1ccccc1C(=O)O,8.7%,1.4%,-3.7%,3.2%,2.8%,1.7%,12.5%,-1.4%
CC(=O)c1cc(Cc2csc(C(C)=O)c2)cs1,-3.1%,3.2%,-3.2%,-15.4%,-3.6%,-3.1%,u,1.2%
Fc1cccc(Cc2noc(CN3CCCN(C4Cc5ccccc5C4)CC3)n2)c1,3.55µM*,12.3%,14.1%,-13.6%,-4.6%,-2.3%,22.6%,u
COc1ccc(CCNc2oc(Cc3cccc4ccccc34)nc2C#N)cc1OC,7.08µM*,-25.6%,-1.4%,7.4%,1.3%,-10.1%,-21.1%[46.1 µM],0.8%
CCC(CO)NCc1ccc(Br)cc1 (stereo unspecified),-9.1%,10.5%,8.3%,6.0%,0.2%,-0.8%,20.1%,1.1%
COc1cccc2oc(SC)cc(=O)c12,u,x,x,-13.4%[126 µM],-2.0%[181 µM],-3.0%[181 µM],x,1.6%[96.6 µM]
COCCNC(=O)CSc1c2c(nc3ccc(Cl)cc13)CCCC2,7.4%,u,0.8%,-7.6%,1.2%,5.9%,-11.2%,15.5%
Cc1ccc(S(=O)(=O)N2CCCOC2CNC(=O)C(=O)NCc2cccnc2)cc1 (stereo unspecified),-15.4%,4.1%,-3.7%,-5.1%,-1.1%,-1.2%,15.8%,1.5%
COc1cccc(N2CCN(C(=S)NCc3ccco3)CC2)c1,-16.5%,-1.0%,1.7%,-16.7%,1.2%,-7.0%,-6.9%[46.1 µM],2.3%
COC(=O)c1ccc(NC(=O)CSc2nccn2CCc2ccccc2)cc1,20µM*,-2.0%,-3.3%,-19.5%,-7.1%,-3.9%,-0.3%[46.1 µM],1.3%
CC(=O)Cn1c(CN2CCCC2)nc2ccccc2c1=O,-13.6%,4.1%,-1.6%,-8.0%,-1.2%,-2.6%,6.4%,8.5%
COc1nccc(C(F)(F)F)c1C(=O)Nc1ccc(Cl)cc1,7.2%,4.1%,-5.3%[15.4 µM],-16.9%,-1.9%,-3.9%,9.7%,2.8%

# 9 compounds from above, arranged by number of heavy atoms, low to high:
SMILES,ALDH1A1 block,GAA glycogen,GAA inh,Tau fluor counter,aGal spleen mod,aGlu spleen mod,NPSR antag,Epigenetic derep
CCC(CO)NCc1ccc(Br)cc1 (stereo unspecified),-9.1%,10.5%,8.3%,6.0%,0.2%,-0.8%,20.1%,1.1%
CC(=O)c1cc(Cc2csc(C(C)=O)c2)cs1,-3.1%,3.2%,-3.2%,-15.4%,-3.6%,-3.1%,u,1.2%
CN(Cc1ccccc1)C(=O)c1ccccc1C(=O)O,8.7%,1.4%,-3.7%,3.2%,2.8%,1.7%,12.5%,-1.4%
CC(=O)Cn1c(CN2CCCC2)nc2ccccc2c1=O,-13.6%,4.1%,-1.6%,-8.0%,-1.2%,-2.6%,6.4%,8.5%
COc1nccc(C(F)(F)F)c1C(=O)Nc1ccc(Cl)cc1,7.2%,4.1%,-5.3%[15.4 µM],-16.9%,-1.9%,-3.9%,9.7%,2.8%
COc1cccc(N2CCN(C(=S)NCc3ccco3)CC2)c1,-16.5%,-1.0%,1.7%,-16.7%,1.2%,-7.0%,-6.9%[46.1 µM],2.3%
COC(=O)c1ccc(NC(=O)CSc2nccn2CCc2ccccc2)cc1,20µM*,-2.0%,-3.3%,-19.5%,-7.1%,-3.9%,-0.3%[46.1 µM],1.3%
Cc1ccc(S(=O)(=O)N2CCCOC2CNC(=O)C(=O)NCc2cccnc2)cc1 (stereo unspecified),-15.4%,4.1%,-3.7%,-5.1%,-1.1%,-1.2%,15.8%,1.5%
COc1ccc(CCNc2oc(Cc3cccc4ccccc34)nc2C#N)cc1OC,7.08µM*,-25.6%,-1.4%,7.4%,1.3%,-10.1%,-21.1%[46.1 µM],0.8%

# The listing continues.
SMILES,ALDH1A1 block,GAA glycogen,GAA inh,Tau fluor counter,aGal spleen mod,aGlu spleen mod,NPSR antag,Epigenetic derep
CCCC(C(=O)Nc1nccs1)c1ccccc1 (stereo unspecified),4.2%,7.7%,-6.5%,-7.3%,-1.1%,-2.2%,-20.1%[46.1 µM],0.9%
Cc1ccc(N2CCN(c3ccc(NC(=O)CCC(=O)O)cc3)CC2)cc1,-4.1%,8.0%,8.4%,-4.4%,u,-6.8%,8.3%,-1.0%
CC(=O)c1ccc(NC(=S)Nc2cccc3cnccc23)cc1,x,1.9%,x,-23.3%,-3.1%,0.0%,-0.9%,-3.4%
Cc1nnc(SCC(=O)N2CCCCC2)n1CC1CCCO1 (stereo unspecified),-0.6%,1.0%,-7.1%,0.9%,-3.6%,-3.2%,20.0%[46.1 µM],-0.8%
Cc1cc(C)c(C(=O)CC2(O)C(=O)Nc3ccccc32)cc1C (stereo unspecified),1.0%,5.9%,-5.6%,-9.2%,3.1%,3.0%,-16.4%[46.1 µM],0.7%
Cc1cc(F)ccc1S(=O)(=O)Nc1ccccc1C(=O)NCc1ccccn1,u,5.7%,-9.4%,-15.9%,1.2%,5.0%,-17.5%,-1.6%
CCOc1ccc(C(=O)NCCN2CCOCC2)cc1,8.5%,0.9%,5.4%,-20.3%,-9.4%,-5.1%,-12.9%,-7.1%
C=CC(=O)NCC1OCCc2ccccc21 (stereo unspecified),u,1.8%,11.9%,2.0%,6.2%,6.8%,6.8%,1.1%
CCOC(=O)c1c(NC(=O)CCl)sc(C(=O)N(CC)CC)c1C,10µM*,0.3%,-9.8%,-4.7%,-18.0%,-8.3%,u,2.9%
CC(=O)NC1=NC(=O)C(C)S1 (stereo unspecified),1.1%,-1.4%,-0.3%,-2.3%,-13.7%,-21.1%,0.9%[46.1 µM],0.3%
CCCOCC1CC2(SC(=Nc3ccc(C)cc3)NC2=O)C(=O)O1 (stereo unspecified),-7.1%,-2.5%,-4.4%,-2.6%,-0.6%,-5.2%,-6.7%[46.1 µM],1.1%
O=C(CCn1c(=S)[nH]c2cc3c(cc2c1=O)OCO3)N1CCc2ccccc2C1,u,2.7%,1.1%,-16.5%,-21.9%,-8.6%,-7.1%[46.1 µM],1.3%
COc1ccc(N2C(=O)CC(Nc3ccc(C(=O)O)cc3)C2=O)cc1OC (stereo unspecified),u,-11.3%,-3.3%,-4.1%,5.1%,-12.2%,8.3%,1.1%
Cc1nnsc1-c1c(C(=O)Oc2ccccc2)c(C)nn1-c1ccccc1,x,0.7%,x,-12.7%,-3.3%,-1.3%,43.5%,0.2%
CSc1nc2cc(S(=O)(=O)N3CCCCC3)ccc2s1,-2.2%[13.5 µM],-16.6%,x,-18.1%,2.4%,-3.4%,7.9%,0.1%
O=C1COc2ccc(-c3csc(NCC4CCCO4)n3)cc2N1 (stereo unspecified),5.8%,-27.3%,-3.5%,-7.0%,-0.3%,1.2%,-10.4%[46.1 µM],-0.8%
O=C(CCCNS(=O)(=O)c1cccc2nsnc12)NCCN1CCN(c2ccccc2F)CC1,-3.9%,4.1%,-2.6%,-3.0%,2.4%,1.5%,-0.1%,-3.3%
CN(Cc1ccccc1)Cc1nc2scc(-c3ccccc3)c2c(=O)[nH]1,u,6.8%,-7.9%,-8.6%,-8.6%,1.3%,-28.6%,6.6%
Cc1ccc(-n2nc3c([n+]2[O-])CCc2c-3no[n+]2[O-])cc1,u,1.9%,2.7%,-5.1%,7.2%,4.3%,-13.7%[46.1 µM],-4.6%
O=C(O)c1ccccc1C(=O)NC1Cc2ccccc2C1,4.1%,-4.8%,7.9%,-10.0%,3.3%,-0.5%,-5.9%,-0.8%
O=C(NCCC1CC1(Cl)Cl)Nc1ccccc1 (stereo unspecified),x,-4.4%,x,-11.6%,9.3%,-1.6%,-8.6%,0.0%
C[C@@H](NC(=O)c1nc[nH]c1C(=O)N[C@@H](Cc1ccccc1)C(=O)OC(C)(C)C)c1ccccc1,1.0%,-2.7%,x,-25.7%,-9.9%,-4.0%,u,1.5%
O=C(CN1C(=O)NC2(CCCCC2)C1=O)Nc1ccc2c(c1)CCC2,u,4.6%,-3.4%,-7.5%,10.8%,6.5%,8.6%,-2.2%
Cc1ccc2nc(Cl)c3cc(C(=O)NCCCN4CCCC4)sc3c2c1,-8.7%,14.2%,3.6%,-4.1%,5.7%,8.7%,-21.0%,0.1%
Cc1nc(CCNS(=O)(=O)c2cccs2)cs1,5.9%,1.5%,1.1%,2.5%,-0.5%,-2.6%,-7.2%[46.1 µM],-0.8%
Cc1ccc(Nc2cc(-c3ccccc3)nc3ncnn23)cc1,x,6.0%,x,-1.0%,-1.0%,3.5%,-24.8%,-1.1%
CCOC(=O)CSc1nc2ccccc2c(=O)n1Cc1ccco1,u,-2.1%,0.7%,-9.1%,-3.1%,-6.3%,-11.6%[46.1 µM],-6.7%
O=C(O)CCCC[C@H]1SC[C@H]2NC(=O)N[C@@H]21,-6.9%[20.9 µM],x,x,x,11.6%[29.1 µM],4.3%[29.1 µM],x,2.4%[16.9 µM]
CCN(CC)S(=O)(=O)c1ccc(NC(=O)CN(c2cccc(F)c2)S(C)(=O)=O)cc1,u,-0.1%,-0.9%,-11.8%,-10.1%,-9.9%,-9.3%[46.1 µM],0.0%
CCCn1c(-c2ccc(F)cc2)nc2c(N3CCN(C)CC3)nc(C)nc21,u,x,x,-6.0%,-8.1%,-7.5%,x,2.8%
O=C(/C=C/Nc1ccc(F)c(F)c1)c1cccs1,-0.4%,-3.2%,-4.7%,-24.3%,-20.9%,-9.6%,-10.7%[46.1 µM],-0.9%
Cc1ccc(C)c(Nc2ncnc3nc[nH]c23)c1,5.2%,19.7%,-0.1%,-7.6%,3.2%,6.0%,-11.2%[46.1 µM],-0.2%
